# Screening results (PubChem)
# 14-3-3 PPI – modulators of human 14-3-3 gamma - Raf peptide interaction; P61981; FP, 14-3-3gamma / TMR-pS259-Raf peptide binding; inhibition, % at 40 µM; 160,000 tested, 0.19% active; AID 422; in the data active = inhibition above about 30%;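 note: 0% = protein plus tracer without compound and 100% = blank with tracer alone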
# Target sequence (P61981 whole entry, looked up): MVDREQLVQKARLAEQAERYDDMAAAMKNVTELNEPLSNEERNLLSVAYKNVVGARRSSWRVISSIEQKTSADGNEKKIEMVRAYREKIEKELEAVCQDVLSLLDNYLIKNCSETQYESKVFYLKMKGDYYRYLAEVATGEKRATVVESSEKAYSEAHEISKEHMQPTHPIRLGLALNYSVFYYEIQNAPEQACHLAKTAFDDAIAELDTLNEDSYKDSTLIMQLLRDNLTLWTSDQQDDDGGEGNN
# An asterisk follows results filed as active; & = joins results of further samples. These rows are one share of the data (hit frequency here may not be typical).
# Start of the data: the first four compounds, to show the layout:
entry | Compound | 14-3-3 PPI
1 | c1ccc(Nc2ncnc3[nH]ncc23)cc1 | -5
2 | C=CCc1cccc2cc(C(=O)Nc3ccc(C)c(Cl)c3)c(=O)oc12 | -9
3 | CC(=O)N1CCc2cc(S(=O)(=O)Nc3cc(Cl)ccc3C)ccc21 | -2
4 | CN1C(=O)c2ccccc2C(C(=O)NCCCN2CCN(c3ccccc3F)CC2)C1c1c[nH]c2ccccc12 (stereo not given) | -12

# This part in full (from the top)
entry | Compound | 14-3-3 PPI
1 | c1ccc(Nc2ncnc3[nH]ncc23)cc1 | -5
2 | C=CCc1cccc2cc(C(=O)Nc3ccc(C)c(Cl)c3)c(=O)oc12 | -9
3 | CC(=O)N1CCc2cc(S(=O)(=O)Nc3cc(Cl)ccc3C)ccc21 | -2
4 | CN1C(=O)c2ccccc2C(C(=O)NCCCN2CCN(c3ccccc3F)CC2)C1c1c[nH]c2ccccc12 (stereo not given) | -12
5 | O=C(Nc1cccc(NC(=O)c2ccccc2I)c1)c1ccccc1Cl | -2
6 | Cn1c(=O)c2cnc(N3CCOCC3)nc2n(C)c1=O | -2
7 | FC(F)(F)c1cc(-c2ccccc2)nc(N2CCN(c3ccccc3)CC2)n1 | -7
8 | CC(Oc1ccc(F)cc1)C(=O)Nc1nc(-c2ccc(S(=O)(=O)N3CCOCC3)cc2)cs1 (stereo not given) | -5
9 | C=Cc1ccc(N=Cc2c(O)ccc3ccccc23)cc1 | -8
10 | Cc1sc2nc3n(c(=O)c2c1C)C(C)(C)Cc1ccccc1-3 | -5
11 | CC1=C(C(=O)OCC2CCCO2)C(c2cccc(O)c2)NC(=O)N1 (stereo not given) | -6&-8
12 | COC(=O)COc1cccc(NC(=O)c2cccs2)c1 | -4
13 | Cc1cc(N2CCN(S(=O)(=O)c3ccccc3)CC2)c2ccccc2n1 | 0&2
14 | C(=Nc1c(-c2ccccc2)nc2n1CCS2)c1ccccc1 | -14
15 | COc1cc(OC)cc(C(=O)N2CCN(C(=O)COc3ccc(Cl)cc3)CC2)c1 | 1
16 | CCN(CC)CCn1c(=S)[nH]c2ccc(Br)cc2c1=O | -4
17 | Cc1ccccc1NC(=O)c1ccc(F)c(S(=O)(=O)N2CCCC(C)C2)c1 (stereo not given) | -4
18 | CC1=C(C(=O)OCc2ccccc2)C(c2coc3ccccc3c2=O)C2=C(CCCC2=O)N1 (stereo not given) | 6
19 | CCOC(=O)c1ccc(OC(=O)c2c(-c3ccccc3Cl)noc2C)cc1 | 1
20 | Cc1ccc(C2c3c(oc4ccccc4c3=O)C(=O)N2c2nnc(C)s2)o1 (stereo not given) | 5
21 | O=C1C2=C(NC3=C(C(=O)c4ccccc43)C23C(=O)Nc2ccccc23)c2ccccc21 | -18
22 | CCn1nnc(NC(=O)c2ccccc2Br)n1 | 12
23 | CSc1cccc(NC(=O)C2C3C=CC4(O3)C2C(=O)N(CC2CCCO2)C4C(=O)NC2CCCC(C)C2C)c1 (stereo not given) | -10
24 | CC1(C)CC2CC(C)(CN2C(=O)CCCN2C(=O)c3cccc4cccc(c34)C2=O)C1 (stereo not given) | -13
25 | O=C(CN1C(=O)c2ccccc2C1=O)Nc1cccc(I)c1 | -6
26 | CC12CN3CC(C)(CN(C1)C3c1cccc([N+](=O)[O-])c1)C2O (stereo not given) | 3
27 | O=c1c2cccnc2[nH]c(=S)n1CCC1=CCCCC1 | -5&-11
28 | CC(=O)Nc1sc2c(c1C(c1ccccn1)N1CCN(C)CC1)CCCC2 (stereo not given) | 4
29 | O=C(NCc1cccs1)c1cc(S(=O)(=O)N2CCc3ccccc32)ccc1Sc1ccc(F)cc1 | -1
30 | COc1ccc(/C(O)=C2\C(=O)C(=O)N(c3ccccn3)C2c2ccc(OC)cc2)cc1 (stereo not given) | -3
31 | CC1=C(C(N)=O)C(c2ccccn2)n2nc(-c3ccccc3Cl)nc2N1 (stereo not given) | -3
32 | COc1ccc(-c2cc(C(F)(F)F)n3ncc(C(=O)Nc4ccc5c(c4)OCO5)c3n2)cc1OC | -11
33 | Cc1cccc(C(C)C)c1-n1nnnc1-c1ccccc1 | -4
34 | N#CCCN1CCN(S(=O)(=O)c2ccc(S(=O)(=O)NC3CCCCC3)cc2)CC1 | 1
35 | C=CCn1c(-c2cc(OC)c(OC)c(OC)c2)n[nH]c1=S | -1
36 | CC(=O)c1c(N2CCN(c3cccc(Cl)c3)CC2)nc(=S)n(-c2ccccc2)c1C | -3
37 | S=C1SCN(C2CCCCC2)CN1C1CCCCC1 | 1
38 | CC(C)OCCCn1c(-c2ccco2)nc2nc3ccccc3nc21 | -87
39 | COc1ccc(OC)c(NC(=O)Cn2ncc3c(=O)oc4ccccc4c32)c1 | -4
40 | COc1ccc(NC2=C(C(C)=O)C(c3ccc([N+](=O)[O-])cc3)C(C(C)=O)C(C)(O)C2)cc1 (stereo not given) | 0
41 | CCCc1ccc(Oc2c(C(F)(F)F)oc3c(C)c(O)ccc3c2=O)cc1 | -4
42 | CCOC(=O)c1[nH]c2ccc(Br)cc2c1NC(=O)CNC | 2
43 | CCOc1ccc(-n2nc3ccc(NS(=O)(=O)c4ccccc4)cc3n2)cc1 | -18
44 | CC(=O)OC1=C(C)C(=O)OC(c2ccc(Br)cc2)C1(C)C (stereo not given) | -3
45 | CCCCNC(=O)c1cc(-c2cccnc2)nc2ccc(S(=O)(=O)N3CCC(C)CC3)cc12 | -26
46 | COc1cccc(-c2coc3cc4oc(=O)c(C)c(C)c4cc23)c1 | -1
47 | CC1(C)Cc2c(c(N3CCOCC3)nc3sc(C(=O)c4ccc(Br)cc4)c(N)c23)CO1 | -18
48 | COc1cccc2sc(=NC(=O)c3cccc(F)c3)n(C)c12 | 5
49 | COCCn1c(C)cc(C(=O)CSc2nnc(-c3cccnc3)n2-c2ccccc2F)c1C | -14
50 | COc1cc2c(cc1OC)C(C(=O)Nc1cnc3ccccc3c1)C(c1ccc(SC)cc1)N(C)C2=O (stereo not given) | -3
51 | CC(C)c1ccc(NC(=O)C2CCN(S(=O)(=O)c3cccs3)CC2)cc1 | 1
52 | Cc1ccc2c(c1)N(CC(=O)O)C(=O)CO2 | -3&-8
53 | COc1cc(NC(=O)CSc2nnnn2-c2ccccc2)cc(OC)c1OC | 9
54 | O=C(O)c1ccc(OC2CSC2)cc1 | 1
55 | Cc1ccc(/C(O)=C2\C(=O)C(=O)N(c3cc(C)on3)C2c2cccc(Cl)c2)cc1 (stereo not given) | -9
56 | COc1ccc(Nc2cc(C)nc3c2ccc2ccccc23)cc1 | 7
57 | Cc1ccc(CNC(=O)Cn2c(=O)n(Cc3ccccc3)c(=O)c3c4c(sc32)CCCC4)cc1 | -3
58 | Cc1c(NC(=O)c2ccc([N+](=O)[O-])cc2Cl)c(=O)n(-c2ccccc2)n1C | 6
59 | N#CC1=C2SCN(Cc3ccco3)CN2C(=O)CC1c1cccc2ccccc12 (stereo not given) | 0
60 | COc1ccc(CCNC(=O)C2CCN(Cc3nc(-c4ccc(Cl)cc4)oc3C)CC2)cc1OC | -7

# Following part
entry | Compound | 14-3-3 PPI
61 | Cc1ccccc1-n1cc(-c2ccccc2)nc1SCC(=O)Nc1nccs1 | -18
62 | O=C(Nc1nc(-c2ccccc2)cs1)C1CCCCN1S(=O)(=O)c1ccccc1 (stereo not given) | -7
63 | Cc1ccc(C(C)C)c(OCC(=O)Nc2sc3c(c2C#N)CCCCC3)c1 | -115
64 | Nc1ncnc2c1ncn2[C@@H]1O[C@H](CO)[C@@H](O)[C@H]1O | -9
65 | CC1CCCCC1NC(=O)CNS(=O)(=O)c1ccc(Br)s1 (stereo not given) | 5
66 | O=C1OC(=Nc2ccc(Br)cc2)c2ccccc21 | 3
67 | COc1ccccc1N1CCN(C(=O)c2cccc(N3C(=O)NC4CC3(C)Oc3c(OC)cccc34)c2)CC1 (stereo not given) | 1
68 | O=C(CC1NCCNC1=O)OCc1ccccc1 (stereo not given) | -6
69 | O=C(CSC1=Nc2ccccc2C2=NC(c3ccccc3)C(=O)N12)NCC1CCCO1 (stereo not given) | -4
70 | COc1ccc(NC(=O)CN2CCC(n3c(C)nc4cc(F)ccc43)CC2)c(OC)c1 | 1
71 | COC(=O)C1=C(C)NC2=C(C(=O)CC(c3ccc(OC)cc3)C2)C1c1ccc([N+](=O)[O-])cc1 (stereo not given) | -6
72 | CCn1c(SCC(=O)c2ccc(Cl)cc2)nnc1-c1ccoc1C | 2
73 | CC1(C)CC(=O)C2=C(C1)Nc1ccc3ncccc3c1C2c1cn[nH]c1-c1ccc(F)cc1 (stereo not given) | -9
74 | COc1cc(C(=O)NCCc2cn3ccccc3n2)cc(OC)c1OC | -3
75 | CC(CCc1ccccc1)NC(=O)C1(O)c2cc(Br)ccc2NC(=O)N1c1ccccc1 (stereo not given) | -16
76 | Cc1sc2c(c1C)c(=O)n(CCc1ccccc1)c(=O)n2CC(=O)Nc1ccccc1F | -30
77 | CCCCNC(=O)NCC(=O)Nc1ccc(F)c(F)c1 | 3
78 | COc1ccccc1CNC(=O)c1cccn2c(=O)c3c(C)c(C)sc3nc12 | -2
79 | O=S(=O)(NCCC1=CCCCC1)c1ccc2nc(-c3ccccc3)[nH]c2c1 | -39
80 | COc1cc(C(=O)Nc2nccs2)ccc1OCc1c(C)noc1C | 0
81 | CCOC(=O)c1nn(-c2ccc(OC)cc2)c(=O)c2c(NC(=O)c3ccccc3C)scc12 | -2
82 | COC(=O)CC1SCCNC1=O (stereo not given) | 0&-7
83 | CC1=CC(=O)OC1Cc1ccncc1 (stereo not given) | -12
84 | CCOC(=O)C1CCN(CC(O)COc2ccc(C(=O)CC)cc2)CC1 (stereo not given) | -6
85 | CCCn1c(SCC(N)=O)nnc1C(C)C | -14
86 | Cc1ccc(N2C(=O)C(Cl)=C(N(Cc3ccccc3)Cc3ccccc3)C2=O)cc1 | -27
87 | CC(=O)N(c1ccc(C)cc1)C1CC(C)N(C(=O)c2ccccc2)c2ccccc21 (stereo not given) | 10
88 | Cc1ccc(C(=O)Nc2ccc3nc(SCC(=O)Nc4ccc(Br)cc4)sc3c2)cc1 | -21
89 | CC(C)CSc1nc2c(cnn2-c2ccc(Cl)cc2)c(=O)[nH]1 | -7
90 | COc1cc(C(=O)Nc2ccccc2Cl)cc(OC)c1OC | 1

# Some of the entries above in a different format.
no. | 14-3-3 PPI | molecule
85 | -14 | CCCn1c(SCC(N)=O)nnc1C(C)C
64 | -9 | Nc1ncnc2c1ncn2[C@@H]1O[C@H](CO)[C@@H](O)[C@H]1O
88 | -21 | Cc1ccc(C(=O)Nc2ccc3nc(SCC(=O)Nc4ccc(Br)cc4)sc3c2)cc1
84 | -6 | CCOC(=O)C1CCN(CC(O)COc2ccc(C(=O)CC)cc2)CC1 (stereo not given)
74 | -3 | COc1cc(C(=O)NCCc2cn3ccccc3n2)cc(OC)c1OC
78 | -2 | COc1ccccc1CNC(=O)c1cccn2c(=O)c3c(C)c(C)sc3nc12
77 | 3 | CCCCNC(=O)NCC(=O)Nc1ccc(F)c(F)c1

# (continued)
entry | Compound | 14-3-3 PPI
91 | CC(=O)NS(=O)(=O)c1ccc(NC(=O)COc2ccccc2C)cc1 | -383
92 | Cc1sc2nc(SCC(=O)NCc3ccco3)n(CCc3ccccc3)c(=O)c2c1C | 0
93 | Cc1ccccc1NC(=O)c1c(-c2ccccc2)noc1C | 1
94 | O=C(O)CSc1nc(-c2ccccc2)nc2c1CCCC2 | 1
95 | Cc1ccc(NC(=O)c2c(NC(=O)C(F)(F)F)sc3c2CCCCC3)cc1 | -22
96 | CCc1ccc(N(CC(=O)Nc2ccc(OC)cc2OC)S(C)(=O)=O)cc1 | -3
97 | CC1CC(C)CN(C(=O)c2ccc(Sc3cccc(Cl)c3)c([N+](=O)[O-])c2)C1 (stereo not given) | -5
98 | CCCOc1ccccc1C1NC(=O)NC(C)=C1C(=O)OCCOc1ccccc1 (stereo not given) | -2
99 | COc1ccc(N2CCN(C(=O)CN3C(=O)c4ccccc4S3(=O)=O)CC2)cc1 | -12
100 | Cc1cccc2nc(-c3c[nH]c4ccccc34)c(Nc3ccc4c(c3)OCO4)n12 | -23
101 | COc1cccc(-c2nc(=S)c3c(n2CCCO)CCCC3)c1 | -14
102 | CC1=C(C(=O)Nc2ccccc2F)C(c2cccnc2)C2=C(CCCC2=O)N1 (stereo not given) | -10
103 | Cc1ccc(C23CC4CC(CC(C4)C2)C3)cc1NC(=O)c1ccccc1 | -79
104 | O=C(CSc1nc2ccccc2[nH]1)Nc1nncs1 | -17
105 | CCOc1cc(C2C(C(=O)OC)=C(C)NC3=C2C(=O)CC(C)(C)C3)ccc1O (stereo not given) | -1
106 | CC1=C(C(=O)Nc2ccc(C)cn2)C(c2ccc3c(c2)OCO3)C2=C(CC(C)(C)CC2=O)N1 (stereo not given) | -5
107 | c1ccc(C(CCNCc2ccc3c(c2)OCO3)c2ccco2)cc1 (stereo not given) | -13
108 | CC(C)C(=O)Nc1ccc(-c2nc3cc(C(C)C)ccc3o2)cc1 | -7
109 | O=C(NCc1ccco1)c1cnn2c(C(F)(F)F)cc(-c3ccc(Br)cc3)nc12 | -1
110 | COc1ccc(OCC(=O)N2CCN(C(=O)CCC3CCCC3)CC2)cc1 | -3
111 | CC1CCN(S(=O)(=O)c2ccc3c(c2)oc(=O)n3CC(=O)N2c3ccccc3CC2C)CC1 (stereo not given) | -30
112 | O=C(c1cc2ccccc2oc1=O)N1CCN(Cc2ccc3c(c2)OCO3)CC1 | 0
113 | COc1ccc(C2CC(c3cccnc3)Nc3ncnn32)cc1 (stereo not given) | -2
114 | CCCCC(=O)Nc1ccc(NC(=O)CC)cc1OC | -4
115 | COc1ccccc1C1CC(=O)C2=C(C1)NC(C)=C(C(=O)OC1CCCC1)C2c1ccc([N+](=O)[O-])cc1 (stereo not given) | 5
116 | COCCCn1c(Cc2csc(Nc3cccc(Cl)c3)n2)nnc1SCC(=O)OC | -9
117 | Cn1c(NCc2cccc(Br)c2)nc2ccccc21 | -6
118 | COCCNC(=O)COC(=O)c1nsc(Cl)c1Cl | -9
119 | CSc1sc(C)cc1C1C(C(=O)Nc2cc(C)ccn2)=C(C)NC2=C1C(=O)CC(C)(C)C2 (stereo not given) | -2
120 | CC(C)Cn1cc(C(=O)NCC2(c3ccccc3)CCCC2)c2c3ccccc3n(C)c2c1=O | 4
121 | COC(=O)c1ccccc1CCC(C)=O | 1
122 | Cc1ccc(S(=O)(=O)N2CCC(C(=O)N3CCC(C(=O)NC4CCCC4)CC3)CC2)cc1 | 1
